Assay outcomes deposited in PubChem by several laboratories.
PG9 binder – small molecules binding HIV-1 gp120 antibody PG9; inhibition, % at 6.7 µM; TR-FRET gp120-PG9 antibody binding; 0.43% of 360,000 active; in the data active = inhibition above about 8.5%
DAX1 inh-1 – NR0B1 (DAX1) inhibition; P51843; AID 504766; 0.99% of 340,000 active; HEK293 Gal4-DAX1 luciferase reporter, luminescence; inhibition, % at 6.75 µM;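 active = inhibition above the mean over all tested compounds plus 3 SD, cut at about 4.2% in these data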;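 note: 0% = DAX1-transfected cells with DMSO and 100% = empty-vector control cells with DMSO; inhibition shows as a rise in luminescence from relieved DAX1 repression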
Target sequence (P51843 207-470 limits assumed): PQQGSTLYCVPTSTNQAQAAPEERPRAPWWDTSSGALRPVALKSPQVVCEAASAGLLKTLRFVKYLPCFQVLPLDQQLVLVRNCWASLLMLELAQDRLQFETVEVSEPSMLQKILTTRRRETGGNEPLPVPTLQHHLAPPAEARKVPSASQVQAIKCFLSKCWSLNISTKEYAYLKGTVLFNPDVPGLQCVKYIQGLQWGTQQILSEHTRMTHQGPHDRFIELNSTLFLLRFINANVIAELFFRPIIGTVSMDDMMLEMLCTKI
GAA850 FXN act – frataxin GAA850 promoter activation | activation, % at 6 µM | 0.56% of 360,000 active | AID 540364 | HEK293 lucGAA850 FXN promoter luciferase reporter, 24 h; percent of 10 µM SAHA response;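 active = activation above the average of all compounds screened plus 3 SD, cutoff fixed separately per campaign, cut at about 7.5% in these data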;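 note: 0% = DMSO wells and 100% = 10 µM SAHA wells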
ADAM10 inh – inhibitors of human ADAM10. O14672. recombinant ADAM10, EDANS/DABCYL FRET peptide cleavage, 3 h. inhibition, % at 7 µM. 0.62% of 370,000 active;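 active = inhibition above a per-campaign cutoff equal to the mean of compounds falling between control-based bounds plus 3 SD, cut at about 20% in these data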;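 note: 0% = DMSO wells while the 100% control is not disclosed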
Target sequence (O14672 214-748 limits assumed): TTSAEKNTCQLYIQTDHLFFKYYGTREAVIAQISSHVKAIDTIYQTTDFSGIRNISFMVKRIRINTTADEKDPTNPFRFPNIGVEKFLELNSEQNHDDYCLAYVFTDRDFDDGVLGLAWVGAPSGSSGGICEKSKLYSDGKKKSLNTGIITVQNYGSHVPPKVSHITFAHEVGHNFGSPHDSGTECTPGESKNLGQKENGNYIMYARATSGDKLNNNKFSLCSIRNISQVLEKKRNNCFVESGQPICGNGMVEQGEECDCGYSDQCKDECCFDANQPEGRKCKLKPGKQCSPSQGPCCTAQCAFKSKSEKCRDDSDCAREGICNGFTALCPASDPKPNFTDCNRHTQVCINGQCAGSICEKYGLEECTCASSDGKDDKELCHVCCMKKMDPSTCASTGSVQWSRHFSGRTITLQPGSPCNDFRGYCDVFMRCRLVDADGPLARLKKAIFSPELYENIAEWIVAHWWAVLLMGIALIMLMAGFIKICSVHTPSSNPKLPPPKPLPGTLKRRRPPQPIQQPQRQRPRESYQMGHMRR
NPR1 activator – GC-A (human) enzyme activation; P16066; HEK293 GC-A cells, cGMP TR-FRET, EC30 ANP; 0% at EC30 ANP, 100% saturating ANP; activation, % at 10 µM; 0.14% of 370,000 active; AID 1671463; in the data active = activation above about 40%
SMARCA2 act – increases SMARCA2 function in MMTV reporter cells; MG213 cells, MMTV-luciferase reporter, dexamethasone, overnight; activation, % at 9.1 µM; 1% of 370,000 active; in the data active = activation above about 7.8%;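 note: 0% = vehicle wells and 100% = reference activator wells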
hgDAF12 agonist – hgDAF-12 agonism, primary luciferase screen | 1.8% of 370,000 active | activation, % at 6.8 µM | HEK293 GAL4-hgDAF12 UAS-luciferase reporter, agonist luminescence; normalized to butyrate control;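 active = activation above a cutoff set at the mean of all screened compounds plus 3 SD, cut at about 10% in these data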;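 note: 0% = DMSO wells and 100% = sodium butyrate wells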
DAX1 inh-2 – blocks DAX1 repression of SF-1 activated StAR promoter; HEK293T StAR-luciferase reporter, SF-1/DAX-1 repression relief; inhibition, % at 6.8 µM; 1.1% of 370,000 active; AID 652010;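 active = inhibition above the mean over all tested compounds plus 3 SD, cut at about 3.6% in these data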;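 note: 0% = DAX-1 cells with DMSO and 100% = cells lacking DAX-1 with DMSO; higher inhibition means more luminescence from relief of DAX-1 repression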
ADAM17 inh – ADAM17 inhibition, QFRET primary screen | P78536 | inhibition, % at 6.95 µM | recombinant ADAM17, EDANS/DABCYL FRET peptide cleavage | AID 720648 | 0.83% of 370,000 active;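 active = inhibition above the mean of compounds lying between control limits plus 3 SD, set per campaign, cut at about 8.5% in these data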;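 note: 0% = DMSO-only wells as the low control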
hcDAF-12 act – activators of H. contortus DAF-12 nuclear receptor; HEK293 hcDAF-12 lit1-tk-luc reporter, luminescence; 0% DMSO, 100% Δ7-dafachronic acid; activation, % at 6.8 µM; 1.4% of 370,000 active; AID 652067;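 active = activation above the mean of all tested compounds plus 3 SD, cut at about 5.5% in these data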;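 note: 100% = response to 3 µM Δ7-dafachronic acid high control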
ssDAF12 agonist – S. stercoralis DAF-12 activation, primary screen | activation, % at 6.8 µM | 1% of 370,000 active | HEK293 ssDAF-12/GRIP1 lit1-tk-luc reporter, luminescence; % of 3 µM dafachronic acid response;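 active = activation above the mean over all tested compounds plus 3 SD, cut at about 0.9% in these data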;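 note: 0% = DMSO-only wells and 100% = 3 µM delta7-dafachronic acid wells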
Starred values were filed as active, the others as inactive. This is a random part of the collection, and some 6.8% of all compounds hit somewhere here.

How did O=C1C2C3C=CC(C3)C2C(=O)N1Nc1ccc([N+](=O)[O-])cc1[N+](=O)[O-] (stereo not given) do in these assays?
PG9 binder: -0.6; DAX1 inh-1: 3.0; GAA850 FXN act: -0.6; ADAM10 inh: 8; NPR1 activator: -4; SMARCA2 act: -2; hgDAF12 agonist: -0.2; DAX1 inh-2: -0.1; ADAM17 inh: 5; hcDAF-12 act: -0.4; ssDAF12 agonist: -1.1

What do the screens show for `Cc1ccccc1/C=N/NC(=O)Cn1cnc([N+](=O)[O-])n1`?
PG9 binder: 0.9; DAX1 inh-1: 1.5; GAA850 FXN act: 1.8; ADAM10 inh: -2; NPR1 activator: -2; SMARCA2 act: -1; hgDAF12 agonist: -1.9; DAX1 inh-2: 0.9; ADAM17 inh: -3; hcDAF-12 act: -0.8; ssDAF12 agonist: -1.5

Results for CCC(CC)c1nnc(NC(=O)CN2C(=O)c3ccccc3C2=O)s1 ?
PG9 binder: 0.8; DAX1 inh-1: 0.2; GAA850 FXN act: 1.9; ADAM10 inh: 0; NPR1 activator: 2; SMARCA2 act: -1; hgDAF12 agonist: -1.8; DAX1 inh-2: -0.1; ADAM17 inh: 0; hcDAF-12 act: -1.2; ssDAF12 agonist: -1.2

Results for COC(=O)C1=CN(c2ccc(C)cc2)C(N)=C(C#N)C1c1ccc(OC)cc1 (stereo not given) ?
PG9 binder: -0.4; ADAM10 inh: -7; NPR1 activator: -5; SMARCA2 act: 0; hgDAF12 agonist: -3.4; DAX1 inh-2: -0.1; ADAM17 inh: 1; hcDAF-12 act: 0.5; ssDAF12 agonist: -1.5

How did O=C(N[C@@H](Cc1ccccc1)C(=O)OCc1ccccc1)c1nc[nH]c1C(=O)N1CCN(c2ccccc2)CC1 do in these assays?
PG9 binder: 0.2; DAX1 inh-1: 0.7; GAA850 FXN act: -0.6; ADAM10 inh: 19; NPR1 activator: -4; SMARCA2 act: 0; hgDAF12 agonist: -1.8; DAX1 inh-2: -0.2; ADAM17 inh: 11*; hcDAF-12 act: 0.1; ssDAF12 agonist: -1.4

What do the screens show for `COCCN1C(=O)N[C@@H](CCc2ccccc2)[C@H](C(=O)OC)[C@H]1C`?
PG9 binder: 1.4; DAX1 inh-1: -0.5; GAA850 FXN act: -1.4; ADAM10 inh: 4; NPR1 activator: 2; SMARCA2 act: -1; hgDAF12 agonist: -1.4; DAX1 inh-2: -0.2; ADAM17 inh: -1; hcDAF-12 act: -1.4; ssDAF12 agonist: -1.2

What do the screens show for `CN(CCc1nc2ccccc2[nH]1)Cc1nc(CC2CC2)no1`?
PG9 binder: -0.9; DAX1 inh-1: -1.2; GAA850 FXN act: 0.2; ADAM10 inh: 3; NPR1 activator: 3; SMARCA2 act: 2; hgDAF12 agonist: -0.3; DAX1 inh-2: 0.3; ADAM17 inh: -1; hcDAF-12 act: -0.8; ssDAF12 agonist: -0.9

How did Cc1cc(NC(=O)c2ccc(Cl)cc2)ccc1NC(=O)c1ccccc1Cl do in these assays?
PG9 binder: 1.2; DAX1 inh-1: -0.5; GAA850 FXN act: 2.5; ADAM10 inh: -9; NPR1 activator: 26; SMARCA2 act: 1; hgDAF12 agonist: 0.5; DAX1 inh-2: 0.6; ADAM17 inh: 0; hcDAF-12 act: 0.4; ssDAF12 agonist: -1.4

Results for Cc1ccc(NC(=O)CSc2nc3ccccc3c(=O)n2CCCC(=O)NCCCN2CCOCC2)cc1 ?
PG9 binder: -0.8; DAX1 inh-1: -0.8; GAA850 FXN act: -0.2; ADAM10 inh: 8; NPR1 activator: -1; SMARCA2 act: -3; hgDAF12 agonist: -0.5; DAX1 inh-2: -1.8; ADAM17 inh: -1; hcDAF-12 act: 0.3; ssDAF12 agonist: -1.8

What do the screens show for `CC(=NNC(=O)c1cccc(S(=O)(=O)N2CCCC2)c1)c1ccccc1`?
PG9 binder: -1.6; DAX1 inh-1: -0.9; GAA850 FXN act: -1.9; ADAM10 inh: -7; NPR1 activator: -3; SMARCA2 act: 1; hgDAF12 agonist: 1.3; DAX1 inh-2: -0.8; ADAM17 inh: -10; hcDAF-12 act: -0.7; ssDAF12 agonist: -1.3

The closing 2 compounds of the section above lead into the next.
Results for Cc1ccc(NC(=O)CSc2nc3ccccc3c(=O)n2CCCC(=O)NCCCN2CCOCC2)cc1 ?
PG9 binder: -0.8; DAX1 inh-1: -0.8; GAA850 FXN act: -0.2; ADAM10 inh: 8; NPR1 activator: -1; SMARCA2 act: -3; hgDAF12 agonist: -0.5; DAX1 inh-2: -1.8; ADAM17 inh: -1; hcDAF-12 act: 0.3; ssDAF12 agonist: -1.8

What do the screens show for `CC(=NNC(=O)c1cccc(S(=O)(=O)N2CCCC2)c1)c1ccccc1`?
PG9 binder: -1.6; DAX1 inh-1: -0.9; GAA850 FXN act: -1.9; ADAM10 inh: -7; NPR1 activator: -3; SMARCA2 act: 1; hgDAF12 agonist: 1.3; DAX1 inh-2: -0.8; ADAM17 inh: -10; hcDAF-12 act: -0.7; ssDAF12 agonist: -1.3

How did CCOC(=O)NC1(C(F)(F)F)NC(=O)N(Cc2ccco2)C1=O (stereo not given) do in these assays?
PG9 binder: -0.6; DAX1 inh-1: 0.5; GAA850 FXN act: 3.5; ADAM10 inh: 5; NPR1 activator: 4; SMARCA2 act: 0; hgDAF12 agonist: 4.4; DAX1 inh-2: 0.8; ADAM17 inh: -2; hcDAF-12 act: -0.8; ssDAF12 agonist: -1.6

Results for CN1CCN(c2ccc(NC(=S)NC(=O)c3cccc4c(Br)cccc34)cc2)CC1 ?
PG9 binder: -1.1; DAX1 inh-1: 0.4; GAA850 FXN act: 1.7; ADAM10 inh: 7; NPR1 activator: 2; SMARCA2 act: 1; hgDAF12 agonist: 2.2; DAX1 inh-2: 0.7; ADAM17 inh: -5; hcDAF-12 act: -0.2; ssDAF12 agonist: -1.0

How did O=C(O)COc1ccc(/C=C/C(=O)c2ccc(C3CCCCC3)cc2)cc1 do in these assays?
PG9 binder: -0.9; DAX1 inh-1: 0.2; GAA850 FXN act: 6.5; ADAM10 inh: -38; NPR1 activator: 0; SMARCA2 act: 4; hgDAF12 agonist: 3.5; DAX1 inh-2: -0.2; ADAM17 inh: -19; hcDAF-12 act: 1.6; ssDAF12 agonist: 0.1

How did O=C(Cc1ccccc1)Nc1cccc([N+](=O)[O-])c1 do in these assays?
PG9 binder: -1.1; DAX1 inh-1: -0.7; GAA850 FXN act: 1.2; ADAM10 inh: -6; NPR1 activator: 1; SMARCA2 act: 0; hgDAF12 agonist: -3.0; DAX1 inh-2: -0.1; ADAM17 inh: -1; hcDAF-12 act: -4.1; ssDAF12 agonist: -1.2

Results for COc1ccc(/C=N/Nc2nc(Nc3ccccc3)nc(N3CCCCC3)n2)cc1OC ?
PG9 binder: -1.2; DAX1 inh-1: -1.9; GAA850 FXN act: -1.9; ADAM10 inh: 7; SMARCA2 act: 1; hgDAF12 agonist: -0.4; DAX1 inh-2: -1.8; ADAM17 inh: 5; hcDAF-12 act: -1.7; ssDAF12 agonist: -1.0

What do the screens show for `CCC1(c2ccccc2)NC(=O)N(CC(=O)N(c2ccccc2)C2CCS(=O)(=O)C2)C1=O` (stereo not given)?
PG9 binder: -0.7; DAX1 inh-1: -1.2; GAA850 FXN act: -1.2; ADAM10 inh: -6; NPR1 activator: 2; SMARCA2 act: -2; hgDAF12 agonist: 0.2; DAX1 inh-2: -0.1; ADAM17 inh: -3; hcDAF-12 act: -0.4; ssDAF12 agonist: -1.9

What do the screens show for `CCn1c(SCC(=O)C(C)(C)C)nnc1-c1cnccn1`?
PG9 binder: -1.4; DAX1 inh-1: 0.1; GAA850 FXN act: 0.4; ADAM10 inh: -3; NPR1 activator: 3; SMARCA2 act: 0; hgDAF12 agonist: 1.3; DAX1 inh-2: -0.7; ADAM17 inh: -5; hcDAF-12 act: -1.5; ssDAF12 agonist: -0.5

What do the screens show for `CCOc1ccc(NC(=O)CCSc2ccc3ccccc3n2)cc1`?
PG9 binder: -1.2; DAX1 inh-1: 0.5; GAA850 FXN act: 2.2; ADAM10 inh: 6; NPR1 activator: -7; SMARCA2 act: -1; hgDAF12 agonist: 0.9; DAX1 inh-2: 1.7; ADAM17 inh: 5; hcDAF-12 act: 4.7; ssDAF12 agonist: -0.7

Results for COCCN(Cc1nc(C(c2ccccc2)c2ccccc2)no1)C(C)C ?
PG9 binder: -2.0; DAX1 inh-1: 1.5; GAA850 FXN act: -1.5; ADAM10 inh: 0; NPR1 activator: -3; SMARCA2 act: -3; hgDAF12 agonist: -0.2; DAX1 inh-2: -0.5; ADAM17 inh: 0; hcDAF-12 act: 1.5; ssDAF12 agonist: -0.8

What do the screens show for `Cc1ccc(Nc2nc(C)cc(C)c2C(N)=O)c(C)c1`?
PG9 binder: 1.5; DAX1 inh-1: 0.0; GAA850 FXN act: -0.5; ADAM10 inh: -1; NPR1 activator: -4; SMARCA2 act: -3; hgDAF12 agonist: -0.1; DAX1 inh-2: -0.4; ADAM17 inh: -1; hcDAF-12 act: -0.5; ssDAF12 agonist: -0.2

How did O=S(=O)(Nc1cccc(-c2ccc(N3CCCCCC3)nn2)c1)c1ccccc1F do in these assays?
PG9 binder: 0.8; DAX1 inh-1: 0.8; GAA850 FXN act: 1.7; ADAM10 inh: -1; NPR1 activator: 1; SMARCA2 act: 4; hgDAF12 agonist: 3.6; DAX1 inh-2: 5.8*; ADAM17 inh: -4; hcDAF-12 act: 4.0; ssDAF12 agonist: -0.7

How did COc1ccc(C2=NN(c3nc4ccccc4s3)C(=O)C2)cc1 do in these assays?
PG9 binder: -1.4; DAX1 inh-1: 0.1; GAA850 FXN act: -2.1; ADAM10 inh: -1; NPR1 activator: -2; SMARCA2 act: 0; hgDAF12 agonist: 2.9; DAX1 inh-2: 1.4; ADAM17 inh: -1; hcDAF-12 act: 4.6; ssDAF12 agonist: -0.6

What do the screens show for `Nc1ccc(C(=O)N/N=C/c2ccc(N3CCOCC3)s2)cc1`?
PG9 binder: -28; DAX1 inh-1: 0.1; GAA850 FXN act: 1.3; ADAM10 inh: -36; NPR1 activator: -17; SMARCA2 act: 0; hgDAF12 agonist: 5.9; DAX1 inh-2: -1.3; ADAM17 inh: -10; hcDAF-12 act: 2.0; ssDAF12 agonist: -0.3

How did O=C(NCCCN1CCOCC1)c1cc2c(s1)CSC2 do in these assays?
PG9 binder: 0.4; DAX1 inh-1: 1.4; GAA850 FXN act: 0.2; ADAM10 inh: -44; NPR1 activator: 0; SMARCA2 act: -3; hgDAF12 agonist: -1.1; DAX1 inh-2: -0.6; ADAM17 inh: -19; hcDAF-12 act: 1.3; ssDAF12 agonist: -1.4

How did COc1cc2c(-c3ccc4[nH]ccc4c3)c(-c3ccc(C#N)cc3)oc(=O)c2cc1OC do in these assays?
PG9 binder: -3.2; DAX1 inh-1: -2.6; GAA850 FXN act: -2.5; ADAM10 inh: -220; NPR1 activator: -4; SMARCA2 act: 2; hgDAF12 agonist: 0.0; DAX1 inh-2: 0.3; ADAM17 inh: -62; hcDAF-12 act: -0.8; ssDAF12 agonist: -1.0

How did COc1ccc2c(CSc3nc4nc(C)cc(C)n4n3)cc(=O)oc2c1 do in these assays?
PG9 binder: -1.3; DAX1 inh-1: -0.3; GAA850 FXN act: -0.3; ADAM10 inh: -36; NPR1 activator: 9; SMARCA2 act: -4; hgDAF12 agonist: -2.4; DAX1 inh-2: 0.2; ADAM17 inh: -16; hcDAF-12 act: -0.4; ssDAF12 agonist: -1.0
